Screening data as filed in PubChem BioAssay.
Pol kappa inh: blocks human DNA polymerase kappa activity. hit rate 0.53% among 400,000. AID 588579. Q9UBT6. Potency, µM (titrated, usually from 107 µM), inactives show at the top dose activity, negative = inhibition, hits mostly inhibitors. purified Pol kappa, fluorescent DNA synthesis assay, 10 min; also: potency is read from the fitted curve at half-maximal effect; % is scaled to controls: 0 for no effect and ±100 for the full control effect
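Kinetic fluorescence readout at 0 and 10 min followed reaction start with substrate at 50 nM final. Beforehand, enzyme (10 nM Pol kappa) stood 15 min with compound at room temperature; buffer-only wells were negative controls.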
Glioma ERSR ind: inducers of ER stress response in human glioma cells; U87-MG GRP78 promoter luciferase reporter, 16 h; Potency, µM, for the others: at the highest dose activation, most hits filed as activators; hit rate 0.02% among 420,000; AID 602332; also: potency is read from the fitted curve at half-maximal effect; series mostly up to about 76 µM; % of control where 0% means no effect; nearly all actives have a fitted effect of over 35% in size
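Stably transfected U87-MG human glioma cells carrying a GRP78-based luminescent sensor were seeded at 1000 cells/well, pin-dosed with compounds and incubated 16 h. Luciferase reagent was then added, and end-point luminescence was read after 10 min at room temperature.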
LDHA block: blocks human lactate dehydrogenase A; P00338; purified LDHA, NADH/diaphorase-resazurin fluorescence; active compounds read low; activity change, % (values are at about 110 or 230 µM); hit rate 0.15% among 480,000; in the data active = activity change below about -30%; inconclusive = mostly about -25% to -30%;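 also: plate controls were DMSO wells for no effect and wells without enzyme for full effect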
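Resorufin fluorescence (ex540/em590), read at 0 and 20 min after diaphorase/resazurin addition, reports the NADH left after a 5 min room-temperature reaction of 2 nM human LDH5 with 0.06 mM NADH and 0.2 mM pyruvate.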
APE1 inh: inhibitors of human APE1 endonuclease; hit rate 0.35% among 350,000; recombinant APE1, TAMRA/BHQ-2 abasic DNA cleavage fluorescence; P27695; Potency, µM (top dose mostly 65.8 µM), for the others: at the highest dose activity change, negative = inhibition, hits mostly inhibitors;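 also: potency is read from the fitted curve at half-maximal effect; plate controls were vehicle for no effect and reference inhibitor for full effect; nearly all actives have a fitted effect of over 55% in size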
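Incision of a quenched TAMRA/BHQ-2 THF abasic-site duplex (50 nM) by 0.75 nM APE1, after 15 min compound preincubation, measured as fluorescence increase over three 60 s reads. Values normalized to buffer, DMSO and NSC13755 control wells.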
Pol iota inh: DNA polymerase iota (human) inhibition. Q9UNA4. Pol iota fluorescent replication assay, 10 min. Potency, µM (doses to about 115 µM), without a hit: top-dose activity, negative = inhibition, usual class: inhibitors. hit rate 1% among 390,000; also: potency is read from the fitted curve at half-maximal effect
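Pol iota at 10 nM preincubated 15 min with compounds at room temperature; reaction started with fluorescent substrate, 50 nM final. Fluorescence read kinetically at 0 and 10 min; buffer-only wells as negative control.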
Anesthetic bind: binds horse apoferritin like a general anesthetic; P02791; apoferritin/1-aminoanthracene competitive binding, fluorescence; Potency, µM (titrated, usually from 77.5 µM), for inactives: at the top dose activity change, negative = displacement, hits mostly inhibitors; hit rate 0.074% among 350,000; also: potency is read from the fitted curve at half-maximal effect; % is scaled to controls: 0 for no effect and ±100 for the full control effect; nearly all actives have a fitted effect of over 20% in size
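Probe: 1-aminoanthracene (50% saturated, PBS). Protein: horse-spleen apoferritin, 10 uM. Incubation: 10 min, room temperature. Detection: 380 nm excitation, 535 nm emission. Analysis: normalized response, four-parameter Hill.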
POLH inh: blocks human DNA polymerase eta activity | recombinant Pol eta, fluorescent DNA replication assay | Potency, µM (titrated, usually from 114 µM), inactives show at the top dose activity change, negative = inhibition, actives largely listed as inhibitors | hit rate 1.2% among 390,000; also: potency is read from the fitted curve at half-maximal effect; % is scaled to controls: 0 for no effect and ±100 for the full control effect
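Pol eta at 10 nM preincubated with compounds 15 min at room temperature; reaction started with fluorescent substrate (50 nM final) and read kinetically at 0 and 10 min.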
Pol beta inh: DNA polymerase beta (human) inhibition. P06746. Pol beta primer extension/strand displacement, fluorescence kinetic. Potency, µM (doses to about 114 µM), inactives show at the top dose activity change, negative = inhibition, actives largely listed as inhibitors. hit rate 1.3% among 340,000. AID 485314; also: potency is read from the fitted curve at half-maximal effect; % is scaled to controls: 0 for no effect and ±100 for the full control effect
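Enzyme-only controls used 10 nM Pol beta; buffer lacking enzyme served as negative control. Compound preincubated 15 min, then 50 nM substrate added; 0 and 10 min reads at room temperature.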
BLM helicase inh: inhibitors of human Bloom syndrome helicase BLM | recombinant BLM DNA unwinding, fluorescence dequenching | Potency, µM (top dose mostly 56.1 µM), for inactives: at the highest dose activity change, negative = inhibition, usual class: inhibitors | hit rate 0.2% among 350,000 | AID 2528;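 also: potency is read from the fitted curve at half-maximal effect; plate controls were vehicle for no effect and no enzyme for full effect; nearly all actives have a fitted effect of over 35% in size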
Target sequence (P54132 whole entry, looked up): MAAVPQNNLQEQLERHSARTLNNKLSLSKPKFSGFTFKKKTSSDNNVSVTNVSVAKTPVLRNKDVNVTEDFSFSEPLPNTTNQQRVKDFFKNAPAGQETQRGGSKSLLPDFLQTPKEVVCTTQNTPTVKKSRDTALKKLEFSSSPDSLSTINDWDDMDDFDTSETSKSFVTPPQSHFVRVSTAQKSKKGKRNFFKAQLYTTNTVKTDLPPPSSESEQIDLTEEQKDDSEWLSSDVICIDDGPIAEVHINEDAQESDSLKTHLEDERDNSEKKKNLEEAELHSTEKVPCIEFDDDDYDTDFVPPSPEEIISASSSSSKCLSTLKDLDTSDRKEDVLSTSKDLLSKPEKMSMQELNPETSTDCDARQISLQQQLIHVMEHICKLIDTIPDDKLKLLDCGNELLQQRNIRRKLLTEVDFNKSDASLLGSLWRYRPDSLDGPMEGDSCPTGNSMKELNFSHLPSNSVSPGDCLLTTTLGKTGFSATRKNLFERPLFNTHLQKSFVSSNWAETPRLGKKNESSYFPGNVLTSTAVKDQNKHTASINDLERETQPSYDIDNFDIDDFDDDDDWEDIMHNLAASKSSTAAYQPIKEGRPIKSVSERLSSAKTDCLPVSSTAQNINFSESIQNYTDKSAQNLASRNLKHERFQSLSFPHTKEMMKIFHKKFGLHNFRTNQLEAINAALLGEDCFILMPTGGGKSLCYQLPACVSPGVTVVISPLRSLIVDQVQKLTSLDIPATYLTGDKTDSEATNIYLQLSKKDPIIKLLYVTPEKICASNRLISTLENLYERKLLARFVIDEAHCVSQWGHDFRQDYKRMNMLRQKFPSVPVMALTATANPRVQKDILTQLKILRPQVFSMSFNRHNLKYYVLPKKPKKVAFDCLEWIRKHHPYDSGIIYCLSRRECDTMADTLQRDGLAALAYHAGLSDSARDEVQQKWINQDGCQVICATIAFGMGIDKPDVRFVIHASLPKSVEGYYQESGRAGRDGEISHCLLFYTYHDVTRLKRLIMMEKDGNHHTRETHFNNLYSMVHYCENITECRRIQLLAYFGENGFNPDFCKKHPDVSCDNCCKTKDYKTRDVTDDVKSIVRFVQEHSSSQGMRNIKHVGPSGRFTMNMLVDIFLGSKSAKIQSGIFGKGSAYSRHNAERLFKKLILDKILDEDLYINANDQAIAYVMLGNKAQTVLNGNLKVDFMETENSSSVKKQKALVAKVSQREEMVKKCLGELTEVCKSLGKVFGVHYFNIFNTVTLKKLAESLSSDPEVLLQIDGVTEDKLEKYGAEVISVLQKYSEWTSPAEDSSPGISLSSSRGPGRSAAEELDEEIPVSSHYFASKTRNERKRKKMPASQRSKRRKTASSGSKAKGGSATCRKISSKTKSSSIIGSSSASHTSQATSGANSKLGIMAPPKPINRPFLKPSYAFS
An asterisk follows results filed as active; ? = inconclusive; . = no result given; [ ] = remark or other dose. Unless noted, calls follow the shape of the dose curve; as a rule, active = well fitted curve in the direction sought with a large enough effect; inconclusive = small, poorly fitted or top-dose-only effect, or another doubt; inactive = no such curve, though single readings can be large; an effect the other way counts as inactive or inconclusive.

SMILES	Pol kappa inh	Glioma ERSR ind	LDHA block	APE1 inh	Pol iota inh	Anesthetic bind	POLH inh	Pol beta inh	BLM helicase inh
CN(CC(=O)Nc1cccc(C#N)c1)S(=O)(=O)c1cc2c(cc1Cl)NC(=O)CO2	-14%[60.1 µM]	-4%	-3	.	-27%	8%	-18%	0%	-3%
O=C(/C=C/Nc1ccc(Nc2ccccc2)cc1)c1cccs1	-12%	8%	3	13%	-2%	?	-16%	13%	1%
COC(C[C@@H]1O[C@H]1C(=O)COCc1ccccc1)OC	-5%	-3%	-3	.	-5%	.	1%	.	.
CCOc1ccc(S(=O)(=O)N2CCCC(C(=O)NCC3CCCO3)C2)cc1 (stereo unspecified)	13%	0%	1	9%	32%[activator]	-2%	-12%	10%	-2%
CCN(CC)CCCNC(=O)CCCn1ncn2c(cc3occc32)c1=O	2%	.	-4	.	25%	7%	.	-6%	-2%
CC(C)c1cc(-c2cc(-c3ccccc3)on2)nc(NC2CCCC2)n1	2%	-5%	-3	12%	-23%	-2%	-12%	-2%	-5%
N=C1CCCN1CC(=O)c1cccs1	-11%	-2%	-3	2%	105%[activator]	-3%	7%	2%	-4%
COC(=O)c1ccccc1Nc1ccnc(Cl)n1	-11%	-2%	-2	.	-12%	.	-15%	.	.
Cc1ccc(C(=O)NCc2ccco2)cc1S(=O)(=O)N1CCCC1	-9%	-3%	-2	7%	-11%	-7%	-8%	?	-4%
O=C(Cn1c(O)c(/C=C2\C=Nc3ccccc32)sc1=O)N1CCOCC1	10%	-2%	-2	0%	40%[activator]	?	-3%	2%	3%
O=C(Nc1ccccc1C(F)(F)F)c1ccccc1Br	-13%	-2%	-9	7%	136%[activator]	-12%	-13%	18%	-2%
CCOC(=O)C1=NNC(C(=O)c2ccc(Cl)cc2)C1c1ccccc1 (stereo unspecified)	-2%	1%	-4	10%	26%	-19%	-3%	23%	-8%
O=C(O)C1Cc2ccccc2CN1C(=O)CSc1nnc2ccccn12 (stereo unspecified)	-30%	0%	-3	-2%	100%[activator]	-4%	?	2%	0%
COc1ccc(-n2c(SCC(=O)N3CCc4ccccc43)nnc2-c2c[nH]c3ccccc23)cc1	-8%	0%	-8	4%	-14%	-4%	?	3%	-15%
O=C(O)Cc1cc2ccccc2nc1C(=O)O	-17%[19.4 µM]	4%	.	-2%	.	.	.	.	-2%
Cc1cccc(C)c1OCC(=O)Nc1ccccc1C(=O)N1CCOCC1	-15%	-2%	-5	8%	32%[activator]	-3%	-5%	-8%	2%
COc1ccc(N2CCN(C(=O)/C=C/c3ccco3)CC2)cc1	-5%	-1%	2	-2%	1%	-10%	-3%	-18%	-9%
CCn1nnnc1SCC(=O)Nc1cc(OC)cc(OC)c1	-1%	-2%	18	0%	?	-20%	3%	-2%	0%
COc1ccc(/C=N/NC(=O)C2CCN(c3ncc(C(F)(F)F)cc3Cl)CC2)cc1	4%	-5%	-3	13%	11%	-7%	-6%	24%	0%
CC(C)n1cnnc1SCC(=O)Nc1ccc(Br)cc1F	-6%	0%	-2	5%	?	-14%	-7%	22%	-2%
Cc1ccc(C)c(Cn2c(SCC(=O)N(C)Cc3ccccc3)nc3ccccc32)c1	-6%[60.1 µM]	1%	-3	.	8%	151%[activator]	-23%	1%	-8%
O=C(NC1CCCCC1)C1CCCN1C(=O)Nc1ccccc1 (stereo unspecified)	2%	-5%	-4	17%	27%	1%	-17%	40%	0%
Cc1cc(CSC(=N)N)c(CSC(=N)N)cc1C	-9%	-3%	2	1%	143%[activator]	0%	-11%	35%	0%
COc1cc(OC)cc(C(=O)N2CCN(C3CCN(Cc4ccccc4)CC3)CC2)c1	-6%	-4%	-31*	1%	18%	-1%	-13%	-1%	3%
CCOC(=O)C1=C(C)N(CCCC(=O)O)C(=O)NC1c1cccs1 (stereo unspecified)	3%	-4%	-3	.	?	.	-2%	.	.
CC1Oc2ccccc2C=C1/C=C1/SC(N2CCOCC2)=NC1=O (stereo unspecified)	-16%	7%	8	-5%	2%	113%[activator]	1%	0%	1%
COc1cccc2c3c(c(C)nc12)CC(C)O3 (stereo unspecified)	-6%	2%	-9	-6%	22%	-6%	-12%	29%	5%
CCCCN(C(=S)Nc1cccc(C)c1C)c1c(N)n(CCC)c(=O)[nH]c1=O	-9%	-1%	-9	-4%	15%	-1%	-3%	13%	-1%
COc1ccc2cc(C3NC(=O)c4ccccc4N3)c(Cl)nc2c1 (stereo unspecified)	-2%	-5%	-3	-2%	-4%	-4%	0%	-21%	-10%
O=C(c1cccc(Cl)c1)N1CCN(C2CCCCCC2)CC1	-4%	-5%	-21	4%	25%	-13%	-8%	26%	0%
COc1ccc(Nc2cc(C)c3cc(NC(=O)Cc4ccc(Cl)cc4)ccc3n2)cc1	-5%	-5%	-12	.	4%	183%[activator]	?	10%	-5%
OC(CNCc1ccc(Cl)cc1)(c1ccccc1)c1ccc(F)cc1 (stereo unspecified)	0%	-4%	-1	?	42%[activator]	1%	-20%	-11%	-14%
O=C(Nc1cccc(Cl)c1)NC1CCN(C2CCCCC2)C1 (stereo unspecified)	3%	-2%	0	8%	18%	-6%	-9%	1%	-1%
Cc1sc(-c2ccccn2)nc1OC(=O)c1ccc(Cl)c(Cl)c1	-3%	-6%	2	1%	4%	-3%	-12%	1%	0%
Cc1ccc(NC(=O)Cc2c(F)cccc2Cl)cc1S(=O)(=O)N1CCOCC1	-6%	-2%	-10	14%	3%	.	-4%	.	.
COc1ccc(-c2noc(N(C)CC(=O)Nc3cccc(C(F)(F)F)c3)n2)cc1	-10%	-1%	2	-3%	-23%	1%	?	7%	-12%
CC1CCCCN1CC(=O)Nc1ccc(N2CCCCCC2)cc1 (stereo unspecified)	-6%	-4%	-9	-4%	121%[activator]	?	-13%	-18%	0%
Cn1c(Cl)nc2ccccc21	-19%	-1%	-3	6%	10%	-6%	2%	-1%	-2%
COc1ccc(S(=O)(=O)NCC2CCCN(C(=O)CC3CCCC3)C2)cc1 (stereo unspecified)	-6%	3%	-8	0%	-18%	-7%	-18%	0%	-1%
CCc1ccc2c(c1)c(N=NC1=NC(=O)CS1)c(O)n2CC	-6%	-3%	5	10%	-12%	-24%	-10%	9%	-13%
Cc1ccc(Sc2ccc(S(=O)(=O)Nc3ccc(C(=O)O)cc3)cc2)cc1C	?	13%	0	23%	?	.	-13%	.	.
Cc1[nH]c2ccccc2c1C(C[N+](=O)[O-])c1ccco1 (stereo unspecified)	-21%	-5%	0	-1%	-1%	-12%	-17%	13%	-19%
COc1ccc(/C=C2/SC(=S)N(CCCC(=O)Nc3ccccc3C(=O)O)C2=O)cc1	-10%	-16%	-5	32%	53%[activator]	-7%	-13%	-4%	-1%
CCn1c(=O)c(C(=O)NNC(=O)c2ccccc2Br)c(O)c2ccccc21	-21%	1%	7	28%	16%	?	11%	1%	-6%
O=C1COCCOCCOCCOCC(=O)NCCN1	3%	-2%	-9	6%	13%	-4%	-13%	3%	-2%
CSc1ccc(/C=N/NC(=O)c2ccc(O)cc2)cc1	-1%	5%	2	1%	-13%	-6%	-13%	-23%	-4%
COC(=O)[C@@]1(C)[C@H]2C(=O)N(C)C(=O)[C@H]2[C@H]2CN(C)C(=NC3CCCCC3)N21	13%	-4%	-1	21%	9%	.	0%	.	.
COc1cccc(N2CCN(C(=O)c3c(C)nn(-c4ccccc4)c3C)CC2)c1	-1%	-1%	-2	-4%	1%	4%	-10%	-22%	-9%
C/C=C/n1ccnc1CC(O)(c1ccccc1)c1ccc(C)cc1 (stereo unspecified)	-2%	-6%	-1	.	67%[activator]	.	-9%	.	.
Cc1ccc(N2CN=c3s/c(=C\c4cccnc4)c(=O)n3C2)cc1	-3%	3%	4	-8%	12%	-14%	-8%	36%	0%
Next part.
SMILES	Pol kappa inh	Glioma ERSR ind	LDHA block	APE1 inh	Pol iota inh	Anesthetic bind	POLH inh	Pol beta inh	BLM helicase inh
COCCn1c(SCc2nc3sc(C(=O)OC)c(C)c3c(=O)[nH]2)nc2ccccc21	-1%	-3%	-3	0%	4%	-13%	?	-5%	-5%
CCOc1ccc(OCC(=O)OC(C)C(=O)Nc2ccc(Cl)cn2)cc1 (stereo unspecified)	-14%	-3%	-2	-16%	13%	.	-5%	.	.
CCN(CCCNC(=O)c1ccc(Sc2ccc(Cl)cc2)c(NC(C)=O)c1)c1ccccc1	-2%[60.1 µM]	-2%	8	.	-5%	51%[activator]	-25%	-18%	-11%
Cc1ccc(S(=O)(=O)N2[C@@H](c3cccc(Cl)c3)C(C(=O)O)=CC[C@H]2c2ccc(Cl)c(Cl)c2)cc1	-31%	0%	-9	20%	?	.	?	.	.
Cc1nc2ccccc2n1CC(O)COCC1CC=CCC1 (stereo unspecified)	-14%	-3%	-3	1%	17%	-12%	-6%	26%	-1%
Cc1ccsc1C1C(C#N)=C(N)N(N(C)C)C2=C1C(=O)CCC2 (stereo unspecified)	2%	-2%	-1	4%	166%[activator]	-12%	-18%	10%	-1%
CCc1ccc(C(=O)COC(=O)c2ccc(-c3nnc(-c4ccccc4)o3)cc2)cc1	-24%	3%	-5	-16%	9%	-3%	-3%	3%	-3%
Cc1ccc2c(c1)NC(=O)C(CC(=O)NC1CCCCC1C)O2 (stereo unspecified)	-19%	-1%	-2	0%	5%	-2%	-6%	-13%	2%

Sorted by number of heavy atoms (lowest first): 3 of the compounds above
SMILES	Pol kappa inh	Glioma ERSR ind	LDHA block	APE1 inh	Pol iota inh	Anesthetic bind	POLH inh	Pol beta inh	BLM helicase inh
O=C(Nc1cccc(Cl)c1)NC1CCN(C2CCCCC2)C1 (stereo unspecified)	3%	-2%	0	8%	18%	-6%	-9%	1%	-1%
COc1cccc(N2CCN(C(=O)c3c(C)nn(-c4ccccc4)c3C)CC2)c1	-1%	-1%	-2	-4%	1%	4%	-10%	-22%	-9%
COCCn1c(SCc2nc3sc(C(=O)OC)c(C)c3c(=O)[nH]2)nc2ccccc21	-1%	-3%	-3	0%	4%	-13%	?	-5%	-5%

An excerpt. The share of hits here may be higher or lower than overall.
